Rac1 act GTP bind – modulators of GTP binding to human Rac1 activated mutant; AID 764; percent activity (GTP binding), % at 10 µM; GST-Rac1 activated beads, fluorescent GTP binding, flow cytometry; actives lie on both sides; 100% means binding = to untreated wells; P63000; 0.11% of 190,000 active;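 active = GTP binding at least 20 percentage points away from the 100% baseline, in either direction, so actives lie on both sides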
Bim-Bcl-2 – human Bim-Bcl-2 interaction inhibition | P10415 | Bead-based flow cytometry, Bim peptide-Bcl-2 binding | inhibition, % at 10 µM | 0.06% of 190,000 active | AID 950; in the data active = inhibition above about 40%;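 also: 0% = no compound wells with probe peptide and 100% = reference peptide inhibitor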
Bcl-B Bim block – human Bim-Bcl-B interaction inhibition; 0.073% of 190,000 active; inhibition, % at 10 µM; AID 951; Q9HD36; bead-based flow cytometry, Bim peptide-Bcl-B binding;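 also: 0% = tracer peptide without compound and 100% = reference inhibitor peptide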
Target sequence (Q9HD36 whole entry, looked up): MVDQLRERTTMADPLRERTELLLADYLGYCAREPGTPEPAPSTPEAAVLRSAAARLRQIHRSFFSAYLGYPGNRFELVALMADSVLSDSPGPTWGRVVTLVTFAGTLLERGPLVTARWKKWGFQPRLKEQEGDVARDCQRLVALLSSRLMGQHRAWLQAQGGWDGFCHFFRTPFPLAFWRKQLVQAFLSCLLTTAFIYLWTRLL
Bfl-1 Bim block – human Bim-Bfl-1 interaction inhibition; AID 1008; Bead-based flow cytometry, Bim-Bfl-1 binding inhibition; 0.12% of 190,000 active; Q16548; inhibition, % at 10 µM;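 also: 0% = wells without compound plus tracer and 100% = blocker peptide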
Rab2A wt mod – changes GTP binding to wildtype dog Rab2A, up or down; P61105; GST-Rab2 wt beads, Bodipy-GTP binding, flow cytometry; GTP binding activity, % at 10 µM; 0.19% of 190,000 active; AID 760;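 active = GTP binding activity at least 20 points away from 100%, either lowered or raised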;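 also: 0% = beads with excess unlabeled GTP and 100% = no-compound control corrected for plate trend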
Cdc42 wt GTP – changes GTP binding to wildtype human Cdc42. P60953. GST-Cdc42 beads, Bodipy-GTP binding, flow cytometry; actives lie on both sides. percent activity (GTP binding), % at 10 µM. 0.2% of 190,000 active;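 active = percent activity GTP binding at least 20 points away from the 100% baseline, either down as inhibitor or up as activator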;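 also: median bead fluorescence of bound Bodipy-FL-GTP at 100 nM; 0% = excess unlabeled GTP control and 100% = no compound control; below 100% means less GTP binding so inhibitor and above means activator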
Target sequence (P60953 whole entry, looked up): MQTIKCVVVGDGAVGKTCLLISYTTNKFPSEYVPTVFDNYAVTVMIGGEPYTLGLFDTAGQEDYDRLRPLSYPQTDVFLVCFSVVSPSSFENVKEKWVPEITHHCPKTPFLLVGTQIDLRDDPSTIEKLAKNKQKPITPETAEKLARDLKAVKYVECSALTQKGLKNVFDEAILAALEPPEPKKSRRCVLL
Rac1 wt GTP bind – human Rac1 wildtype GTP binding, inhibitors and activators; AID 757; GST-Rac1 beads, fluorescent GTP binding, flow cytometry; actives lie on both sides; 0 = cold GTP competed, 100 = untreated; GTP binding activity (% of control), % at 10 µM; 0.27% of 190,000 active;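 active = GTP binding activity at least 20 points away from the 100% control level, either lower or higher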
Bim-Bcl-W – inhibitors of Bim-Bcl-W interaction, human; bead-based flow cytometry, Bim peptide-Bcl-W binding; Q92843; inhibition, % at 10 µM; 0.02% of 190,000 active; AID 952;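 also: 0% = bound tracer without compound and 100% = peptide blocker; higher means less fluorescent Bim peptide bound to Bcl-W beads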
Target sequence (Q92843 whole entry, looked up): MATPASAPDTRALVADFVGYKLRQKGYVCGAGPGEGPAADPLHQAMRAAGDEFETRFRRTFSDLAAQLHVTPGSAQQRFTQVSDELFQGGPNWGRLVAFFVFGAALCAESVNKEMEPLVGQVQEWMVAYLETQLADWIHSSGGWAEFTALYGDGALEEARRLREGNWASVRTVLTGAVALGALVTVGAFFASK
HRas wt GTP – changes GTP binding to wildtype human HRas | P01112 | GST-Ras wt beads, Bodipy-FL-GTP binding, flow cytometry; actives lie on both sides | GTP binding activity, % at 10 µM | 0.14% of 190,000 active | AID 759;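 active = GTP binding activity at least 20% away from the 100% baseline, either lowered as inhibitor or raised as activator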;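 also: 0% = unlabeled GTP competition control and 100% = no-compound control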
Target sequence (P01112 whole entry, looked up): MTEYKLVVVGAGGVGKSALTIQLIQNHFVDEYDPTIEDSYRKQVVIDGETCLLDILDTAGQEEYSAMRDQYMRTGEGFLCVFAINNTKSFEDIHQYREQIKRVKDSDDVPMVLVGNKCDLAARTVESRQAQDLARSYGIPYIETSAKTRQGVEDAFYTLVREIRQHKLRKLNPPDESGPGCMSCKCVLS
Rab7 wt modul – modulators of GTP binding to dog Rab7 wildtype GTPase. GST-Rab7 beads, fluorescent GTP binding, flow cytometry; actives lie on both sides; untreated = 100%, excess cold GTP = 0%. GTP binding activity (percent of control), % at 10 µM. 0.055% of 190,000 active. AID 758;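 active = fluorescent GTP binding to Rab7 beads changed by at least 20 points from the 100% baseline, either direction, mostly lower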;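 also: median green fluorescence of bound Bodipy-FL-GTP per Rab7 bead population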
Bim-Bcl-XL – disrupts Bim peptide binding to human Bcl-XL; 0.04% of 190,000 active; inhibition, % at 10 µM; Q07817; bead flow cytometry, fluorescence
Target sequence (Q07817 whole entry, looked up): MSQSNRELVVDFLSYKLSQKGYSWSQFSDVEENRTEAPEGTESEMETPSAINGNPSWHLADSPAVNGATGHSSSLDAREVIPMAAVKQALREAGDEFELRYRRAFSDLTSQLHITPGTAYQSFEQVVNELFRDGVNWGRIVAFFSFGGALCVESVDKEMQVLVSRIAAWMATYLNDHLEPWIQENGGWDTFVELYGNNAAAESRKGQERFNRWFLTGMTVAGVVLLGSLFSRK
Numbers without * were called inactive. Rule as the data show it, unless noted: active = inhibition above about 40%.

Results for Cn1c(=O)c2c(nc(N/N=C/c3ccc(OC(=O)c4ccco4)cc3)n2Cc2ccccc2)n(C)c1=O ?
Rac1 act GTP bind: 100.0; Bim-Bcl-2: 0.0; Bcl-B Bim block: -6.0; Bfl-1 Bim block: 0.0; Rab2A wt mod: 99.0; Cdc42 wt GTP: 94.0; Rac1 wt GTP bind: 101.0; Bim-Bcl-W: -1.0; HRas wt GTP: 98.0; Rab7 wt modul: 97.0; Bim-Bcl-XL: -6.0

What do the screens show for `Cc1cc(C)c(NC(=O)C2CCCCN2C)c(C)c1` (stereo not given)?
Rac1 act GTP bind: 102.0; Bim-Bcl-2: -8.0; Bcl-B Bim block: -3.0; Bfl-1 Bim block: -9.0; Rab2A wt mod: 102.0; Cdc42 wt GTP: 103.0; Rac1 wt GTP bind: 111.0; Bim-Bcl-W: 0.0; HRas wt GTP: 104.0; Rab7 wt modul: 101.0; Bim-Bcl-XL: -3.0

Results for Cc1ccc(N=C2NC(=O)CS2)c(C)c1 ?
Rac1 act GTP bind: 101.0; Bim-Bcl-2: -8.0; Bcl-B Bim block: -8.0; Bfl-1 Bim block: -9.0; Rab2A wt mod: 100.0; Cdc42 wt GTP: 97.0; Rac1 wt GTP bind: 99.0; Bim-Bcl-W: 0.0; HRas wt GTP: 99.0; Rab7 wt modul: 101.0; Bim-Bcl-XL: -1.0

How did CC1Cc2ccccc2N1C(=O)Cn1nnc(-c2ccccc2NC(=O)C2CCC2)n1 (stereo not given) do in these assays?
Rac1 act GTP bind: 97.0; Bim-Bcl-2: -11.0; Bcl-B Bim block: -7.0; Bfl-1 Bim block: -16.0; Rab2A wt mod: 98.0; Cdc42 wt GTP: 100.0; Rac1 wt GTP bind: 106.0; Bim-Bcl-W: -3.0; HRas wt GTP: 99.0; Rab7 wt modul: 102.0; Bim-Bcl-XL: -9.0

What do the screens show for `CCNc1nc(NCC)nc(ON=C(C)C)n1`?
Rac1 act GTP bind: 99.0; Bim-Bcl-2: 1.0; Bcl-B Bim block: 0.0; Bfl-1 Bim block: 1.0; Rab2A wt mod: 104.0; Cdc42 wt GTP: 106.0; Rac1 wt GTP bind: 103.0; Bim-Bcl-W: -1.0; HRas wt GTP: 104.0; Rab7 wt modul: 104.0; Bim-Bcl-XL: 0.0

What do the screens show for `CCOc1ccc(/C=N/Nc2cc(=O)n(C)c(=O)n2C)cc1`?
Rac1 act GTP bind: 98.0; Bim-Bcl-2: -2.0; Bcl-B Bim block: -3.0; Bfl-1 Bim block: 0.0; Rab2A wt mod: 94.0; Cdc42 wt GTP: 103.0; Rac1 wt GTP bind: 100.0; Bim-Bcl-W: 0.0; HRas wt GTP: 96.0; Rab7 wt modul: 101.0; Bim-Bcl-XL: -2.0

How did COc1ccc(Cc2nnc(SC)[nH]c2=O)cc1OC do in these assays?
Rac1 act GTP bind: 94.0; Bim-Bcl-2: -8.0; Bcl-B Bim block: -5.0; Bfl-1 Bim block: -5.0; Rab2A wt mod: 95.0; Cdc42 wt GTP: 94.0; Rac1 wt GTP bind: 95.0; Bim-Bcl-W: -6.0; HRas wt GTP: 97.0; Rab7 wt modul: 96.0; Bim-Bcl-XL: -18.0

How did CCOC(=O)Cn1c(=NC(=O)CSC(C)=O)sc2cc(F)ccc21 do in these assays?
Rac1 act GTP bind: 101.0; Bim-Bcl-2: -7.0; Bcl-B Bim block: -7.0; Bfl-1 Bim block: -8.0; Rab2A wt mod: 103.0; Cdc42 wt GTP: 104.0; Rac1 wt GTP bind: 108.0; Bim-Bcl-W: 2.0; HRas wt GTP: 102.0; Rab7 wt modul: 100.0; Bim-Bcl-XL: -5.0

How did Cc1ccc(N=Cc2nc(-c3ccco3)oc2O)cc1 do in these assays?
Rac1 act GTP bind: 101.0; Bim-Bcl-2: 1.0; Bcl-B Bim block: 0.0; Bfl-1 Bim block: -1.0; Rab2A wt mod: 103.0; Cdc42 wt GTP: 103.0; Rac1 wt GTP bind: 103.0; Bim-Bcl-W: -1.0; HRas wt GTP: 104.0; Rab7 wt modul: 100.0; Bim-Bcl-XL: 1.0

How did CCOCCCNC(=S)N1CCC(NC(=O)c2ccco2)CC1 do in these assays?
Rac1 act GTP bind: 93.0; Bim-Bcl-2: -4.0; Bcl-B Bim block: -7.0; Bfl-1 Bim block: -6.0; Rab2A wt mod: 97.0; Cdc42 wt GTP: 94.0; Rac1 wt GTP bind: 95.0; Bim-Bcl-W: -6.0; HRas wt GTP: 97.0; Rab7 wt modul: 105.0; Bim-Bcl-XL: -2.0

Results for Cn1c(SCC(N)=O)nnc1-c1cnccn1 ?
Rac1 act GTP bind: 92.0; Bim-Bcl-2: -5.0; Bcl-B Bim block: -6.0; Bfl-1 Bim block: -8.0; Rab2A wt mod: 98.0; Cdc42 wt GTP: 92.0; Rac1 wt GTP bind: 97.0; Bim-Bcl-W: -3.0; HRas wt GTP: 97.0; Rab7 wt modul: 99.0; Bim-Bcl-XL: -5.0

Results for Cc1ccc2nc(-c3ccc(NC(=O)CSc4ccccc4)cc3)[nH]c2c1 ?
Rac1 act GTP bind: 96.0; Bim-Bcl-2: -2.0; Bcl-B Bim block: -8.0; Bfl-1 Bim block: -18.0; Rab2A wt mod: 97.0; Cdc42 wt GTP: 95.0; Rac1 wt GTP bind: 95.0; Bim-Bcl-W: -9.0; HRas wt GTP: 98.0; Rab7 wt modul: 99.0; Bim-Bcl-XL: -2.0

How did Cn1nc(-c2ccc(Cl)cc2)c2cc(C(=O)N3CCCC3)sc21 do in these assays?
Rac1 act GTP bind: 95.0; Bim-Bcl-2: -4.0; Bcl-B Bim block: 3.0; Bfl-1 Bim block: -13.0; Rab2A wt mod: 89.0; Cdc42 wt GTP: 90.0; Rac1 wt GTP bind: 87.0; Bim-Bcl-W: 5.0; HRas wt GTP: 89.0; Rab7 wt modul: 89.0; Bim-Bcl-XL: 1.0

What do the screens show for `O=C(COc1ccc([N+](=O)[O-])cc1)Nc1ccc(C(=O)Nc2ccccc2C(=O)O)cc1`?
Rac1 act GTP bind: 90.0; Bim-Bcl-2: -1.0; Bcl-B Bim block: 3.0; Bfl-1 Bim block: 0.0; Rab2A wt mod: 92.0; Cdc42 wt GTP: 92.0; Rac1 wt GTP bind: 94.0; Bim-Bcl-W: 0.0; HRas wt GTP: 92.0; Rab7 wt modul: 92.0; Bim-Bcl-XL: -3.0

How did COCCN(C(=O)/C=C/c1ccccc1)c1nnc(-c2cccnc2)s1 do in these assays?
Rac1 act GTP bind: 96.0; Bim-Bcl-2: 0.0; Bcl-B Bim block: -3.0; Bfl-1 Bim block: -7.0; Rab2A wt mod: 97.0; Cdc42 wt GTP: 96.0; Rac1 wt GTP bind: 100.0; Bim-Bcl-W: -3.0; HRas wt GTP: 100.0; Rab7 wt modul: 100.0; Bim-Bcl-XL: -2.0

What do the screens show for `Cc1nnc(NC(=O)c2ccc(C)c(S(=O)(=O)N3CCCCCC3)c2)s1`?
Rac1 act GTP bind: 96.0; Bim-Bcl-2: -3.0; Bcl-B Bim block: -7.0; Bfl-1 Bim block: -3.0; Rab2A wt mod: 94.0; Cdc42 wt GTP: 99.0; Rac1 wt GTP bind: 94.0; Bim-Bcl-W: -8.0; HRas wt GTP: 97.0; Rab7 wt modul: 97.0; Bim-Bcl-XL: -4.0

What do the screens show for `CCOC(=O)CNC(=O)CSc1ncnc2c1cnn2-c1ccc(Cl)cc1`?
Rac1 act GTP bind: 97.0; Bim-Bcl-2: -2.0; Bcl-B Bim block: 0.0; Bfl-1 Bim block: 0.0; Rab2A wt mod: 98.0; Cdc42 wt GTP: 98.0; Rac1 wt GTP bind: 98.0; Bim-Bcl-W: 3.0; HRas wt GTP: 98.0; Rab7 wt modul: 96.0; Bim-Bcl-XL: 0.0

How did COc1ccc(C(C)=O)cc1CSc1ncccn1 do in these assays?
Rac1 act GTP bind: 99.0; Bim-Bcl-2: 0.0; Bcl-B Bim block: 0.0; Bfl-1 Bim block: -3.0; Rab2A wt mod: 98.0; Cdc42 wt GTP: 94.0; Rac1 wt GTP bind: 98.0; Bim-Bcl-W: -1.0; HRas wt GTP: 97.0; Rab7 wt modul: 99.0; Bim-Bcl-XL: -1.0

Results for COc1ccc(Nc2nc3ccccc3nc2-n2nc(C)cc2C)cc1 ?
Rac1 act GTP bind: 100.0; Bim-Bcl-2: -9.0; Bcl-B Bim block: -10.0; Bfl-1 Bim block: -11.0; Rab2A wt mod: 102.0; Cdc42 wt GTP: 104.0; Rac1 wt GTP bind: 103.0; Bim-Bcl-W: -2.0; HRas wt GTP: 102.0; Rab7 wt modul: 103.0; Bim-Bcl-XL: -4.0

How did CCOc1ccc(C(C#N)N2CCOCC2)cc1OC (stereo not given) do in these assays?
Rac1 act GTP bind: 95.0; Bim-Bcl-2: -13.0; Bcl-B Bim block: -11.0; Bfl-1 Bim block: -13.0; Rab2A wt mod: 96.0; Cdc42 wt GTP: 97.0; Rac1 wt GTP bind: 95.0; Bim-Bcl-W: -2.0; HRas wt GTP: 98.0; Rab7 wt modul: 95.0; Bim-Bcl-XL: -20.0

How did COc1ccc(OC)c(S(=O)(=O)Nc2ccc3oc4c(c3c2)C(=O)CCC4)c1 do in these assays?
Rac1 act GTP bind: 97.0; Bim-Bcl-2: -1.0; Bcl-B Bim block: 0.0; Bfl-1 Bim block: -5.0; Rab2A wt mod: 97.0; Cdc42 wt GTP: 99.0; Rac1 wt GTP bind: 98.0; Bim-Bcl-W: 0.0; HRas wt GTP: 97.0; Rab7 wt modul: 98.0; Bim-Bcl-XL: -3.0

Results for COC(=O)CCC(=O)c1oc2ccc(Cl)cc2c1NC(=O)CCCN1C(=O)c2ccccc2C1=O ?
Rac1 act GTP bind: 100.0; Bim-Bcl-2: -3.0; Bcl-B Bim block: -1.0; Bfl-1 Bim block: 0.0; Rab2A wt mod: 102.0; Cdc42 wt GTP: 102.0; Rac1 wt GTP bind: 101.0; Bim-Bcl-W: -1.0; HRas wt GTP: 101.0; Rab7 wt modul: 95.0; Bim-Bcl-XL: -2.0

Results for CC(C)CN1CCN(Cc2nc3ccccc3s2)CC1CCO (stereo not given) ?
Rac1 act GTP bind: 97.0; Bim-Bcl-2: 1.0; Bcl-B Bim block: -6.0; Bfl-1 Bim block: -3.0; Rab2A wt mod: 99.0; Cdc42 wt GTP: 99.0; Rac1 wt GTP bind: 101.0; Bim-Bcl-W: 0.0; HRas wt GTP: 99.0; Rab7 wt modul: 99.0; Bim-Bcl-XL: -3.0

Results for C/C(=N\NC(=O)C1CC1)c1ccc2c(c1)OCCO2 ?
Rac1 act GTP bind: 93.0; Bim-Bcl-2: -1.0; Bcl-B Bim block: -1.0; Bfl-1 Bim block: -4.0; Rab2A wt mod: 104.0; Cdc42 wt GTP: 99.0; Rac1 wt GTP bind: 95.0; Bim-Bcl-W: 0.0; HRas wt GTP: 97.0; Rab7 wt modul: 106.0; Bim-Bcl-XL: -1.0
